Bioassay records (PubChem)
mHTT-CaM PPI inh: mutant huntingtin-calmodulin interaction inhibitors – biochemical, AlphaScreen, primary screen. P42858. AlphaScreen His-mHTT/GST-CaM binding, luminescence. inhibition, % at 15 µM. 190,000 tested, 3.6% active;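 note: 0% = both proteins with DMSO and 100% = one protein alone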
Target sequence (P42858 whole entry, looked up, stated change not applied): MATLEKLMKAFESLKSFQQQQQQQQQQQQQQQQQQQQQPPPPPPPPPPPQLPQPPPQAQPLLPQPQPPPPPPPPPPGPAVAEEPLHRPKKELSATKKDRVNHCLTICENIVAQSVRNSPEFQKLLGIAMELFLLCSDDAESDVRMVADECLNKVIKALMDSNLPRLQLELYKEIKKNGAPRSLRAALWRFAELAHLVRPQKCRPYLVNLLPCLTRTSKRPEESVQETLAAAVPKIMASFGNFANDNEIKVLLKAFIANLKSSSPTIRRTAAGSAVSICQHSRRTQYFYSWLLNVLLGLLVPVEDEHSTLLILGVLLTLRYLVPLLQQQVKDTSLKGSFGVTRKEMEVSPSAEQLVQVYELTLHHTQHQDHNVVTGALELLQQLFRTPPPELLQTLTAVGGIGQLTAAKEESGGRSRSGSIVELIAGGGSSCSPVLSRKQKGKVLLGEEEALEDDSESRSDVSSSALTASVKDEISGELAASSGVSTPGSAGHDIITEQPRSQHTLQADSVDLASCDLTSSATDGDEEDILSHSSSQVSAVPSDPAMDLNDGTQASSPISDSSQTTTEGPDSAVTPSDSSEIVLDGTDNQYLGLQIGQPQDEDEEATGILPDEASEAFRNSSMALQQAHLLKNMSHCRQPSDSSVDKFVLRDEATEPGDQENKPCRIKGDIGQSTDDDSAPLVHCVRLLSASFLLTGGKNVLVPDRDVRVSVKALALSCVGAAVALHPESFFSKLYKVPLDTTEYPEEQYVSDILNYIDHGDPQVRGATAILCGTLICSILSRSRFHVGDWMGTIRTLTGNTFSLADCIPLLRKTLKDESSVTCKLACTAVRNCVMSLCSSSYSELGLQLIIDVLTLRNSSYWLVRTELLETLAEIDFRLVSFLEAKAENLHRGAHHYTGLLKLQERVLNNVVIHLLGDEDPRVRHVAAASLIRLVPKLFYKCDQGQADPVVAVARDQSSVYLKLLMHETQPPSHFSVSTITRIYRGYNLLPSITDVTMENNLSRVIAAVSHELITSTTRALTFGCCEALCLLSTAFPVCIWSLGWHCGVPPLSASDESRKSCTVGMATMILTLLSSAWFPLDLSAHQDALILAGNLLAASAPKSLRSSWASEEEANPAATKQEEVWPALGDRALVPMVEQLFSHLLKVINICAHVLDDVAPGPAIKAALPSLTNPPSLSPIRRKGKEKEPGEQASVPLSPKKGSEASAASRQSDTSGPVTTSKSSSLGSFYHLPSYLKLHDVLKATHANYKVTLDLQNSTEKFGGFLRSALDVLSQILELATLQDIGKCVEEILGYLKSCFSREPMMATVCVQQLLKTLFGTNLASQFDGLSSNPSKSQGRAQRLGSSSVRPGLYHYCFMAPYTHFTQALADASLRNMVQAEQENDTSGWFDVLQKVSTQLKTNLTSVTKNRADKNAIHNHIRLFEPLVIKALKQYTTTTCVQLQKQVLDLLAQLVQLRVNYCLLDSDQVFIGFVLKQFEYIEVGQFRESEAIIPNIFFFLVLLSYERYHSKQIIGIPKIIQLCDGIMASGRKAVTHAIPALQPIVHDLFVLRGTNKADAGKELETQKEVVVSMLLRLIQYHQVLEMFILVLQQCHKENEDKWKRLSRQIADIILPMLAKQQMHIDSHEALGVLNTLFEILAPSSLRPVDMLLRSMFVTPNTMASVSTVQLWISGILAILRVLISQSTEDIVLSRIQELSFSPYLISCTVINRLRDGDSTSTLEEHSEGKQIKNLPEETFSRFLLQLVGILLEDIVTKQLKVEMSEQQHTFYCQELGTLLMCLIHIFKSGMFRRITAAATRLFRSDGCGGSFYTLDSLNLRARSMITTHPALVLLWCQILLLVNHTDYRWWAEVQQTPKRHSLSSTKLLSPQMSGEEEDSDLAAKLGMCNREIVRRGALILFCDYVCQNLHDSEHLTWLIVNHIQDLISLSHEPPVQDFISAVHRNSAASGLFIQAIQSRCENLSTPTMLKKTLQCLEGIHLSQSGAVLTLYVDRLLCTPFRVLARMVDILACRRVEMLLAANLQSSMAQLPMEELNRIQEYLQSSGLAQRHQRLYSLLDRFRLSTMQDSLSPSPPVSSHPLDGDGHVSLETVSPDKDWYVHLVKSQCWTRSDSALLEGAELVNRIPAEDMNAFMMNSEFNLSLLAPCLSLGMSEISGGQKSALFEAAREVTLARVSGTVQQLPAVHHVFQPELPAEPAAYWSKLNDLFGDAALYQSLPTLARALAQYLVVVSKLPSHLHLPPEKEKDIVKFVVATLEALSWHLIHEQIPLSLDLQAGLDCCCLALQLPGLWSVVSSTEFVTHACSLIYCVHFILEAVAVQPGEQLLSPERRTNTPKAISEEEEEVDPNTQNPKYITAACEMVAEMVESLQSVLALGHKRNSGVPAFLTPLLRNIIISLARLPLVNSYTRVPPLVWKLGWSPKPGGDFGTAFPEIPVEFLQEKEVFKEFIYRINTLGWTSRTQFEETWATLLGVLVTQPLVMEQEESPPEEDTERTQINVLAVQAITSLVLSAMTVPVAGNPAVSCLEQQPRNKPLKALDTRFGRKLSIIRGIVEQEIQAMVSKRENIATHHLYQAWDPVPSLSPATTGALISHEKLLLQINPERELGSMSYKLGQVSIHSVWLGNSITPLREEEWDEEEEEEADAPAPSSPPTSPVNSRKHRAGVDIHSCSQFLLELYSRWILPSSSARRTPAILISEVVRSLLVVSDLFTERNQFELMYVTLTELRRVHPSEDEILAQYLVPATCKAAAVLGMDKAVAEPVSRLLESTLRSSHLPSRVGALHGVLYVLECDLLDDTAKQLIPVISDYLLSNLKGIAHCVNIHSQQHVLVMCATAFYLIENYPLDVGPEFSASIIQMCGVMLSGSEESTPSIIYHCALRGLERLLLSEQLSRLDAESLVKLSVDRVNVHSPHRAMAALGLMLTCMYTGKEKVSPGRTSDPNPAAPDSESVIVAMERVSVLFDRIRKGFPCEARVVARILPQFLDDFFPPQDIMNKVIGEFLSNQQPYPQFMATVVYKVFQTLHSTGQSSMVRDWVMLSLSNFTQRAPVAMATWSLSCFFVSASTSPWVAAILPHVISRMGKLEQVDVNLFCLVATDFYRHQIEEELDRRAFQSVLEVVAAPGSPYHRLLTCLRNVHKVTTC
Pf apPOL block: Pf-apPOL inhibitors, biochemical, fluorescence; Plasmodium falciparum apicoplast DNA polymerase (apPOL); 210,000 tested, 0.25% active; Recombinant Pf-apPOL, molecular beacon fluorescence, 1.5 h; inhibition, % at 10 µM
* marks the source's active call; other numbers are inactive results; . = not tested or not shown; & = joins results of further samples. Cut-off read from the data, not from the text of the source: active = inhibition above about 50%; inactive = the rest.

no.	Molecule	Pf apPOL block	mHTT-CaM PPI inh
1	CCOc1ccc(-c2nn(-c3ccccc3)cc2C=NC2CCS(=O)(=O)C2)cc1C (centres undefined)	0.0	-45.0
2	O=C(c1cccc(F)c1)N1CCN(Cc2ccccc2)CC1	-4.0	-6.3
3	Cc1ccc(C2CCCN2C(=O)c2cc(C(C)C)on2)cc1 (centres undefined)	-2.0	-1.7
4	O=C(Nc1nnc(-c2ccc3c(c2)OCO3)s1)c1ccccc1Br	1.8	1.0
5	CCCN(c1nc(C)cc(OC)n1)S(=O)(=O)c1ccccc1Cl	-11.1	-39.0
6	CCOc1ccc(C(=O)NCc2ccco2)cc1	-5.1	3.7
7	COc1ccc(S(=O)(=O)N(CC(=O)Nc2ccc3c(c2)OCCO3)Cc2ccccc2)cc1	-0.7	8.3
8	O=C(CN1C(=O)c2ccccc2C1=O)NCc1cc2ccccc2s1	-27.5	.
9	CCOC(=O)C1CCN(CCC(=O)O)CC1	1.3	-0.8
10	Cc1nc(C2CCN(Cc3cc(F)ccc3F)CC2)no1	2.5	-0.7
11	COc1ccc(C2=N/C(=C\c3cccs3)C(=O)O2)cc1OC	2.8	1.0
12	Cn1c(N2CCCC(C(=O)N3CCC(N4CCCCC4)CC3)C2)cc(=O)n(C)c1=O (centres undefined)	1.9	10.2
13	COc1ccccc1NC(=O)c1cc(Br)ccc1Cl	-2.0	-26.1
14	CCOc1ccccc1/C=C1\N=C(c2cc(OC)cc(OC)c2)OC1=O	-0.8	8.0
15	Cc1c(NC(=O)c2c[nH]c(=O)n(C)c2=O)c(=O)n(-c2ccccc2)n1C	-1.4	-20.1
16	CC1CCC2(CC1)OCC(C(=O)N1CCCC1)N2C(=O)c1ccc(F)cc1F (centres undefined)	-6.9	-3.0

Brought forward from above: 3 entries; new compounds follow.
no.	Molecule	Pf apPOL block	mHTT-CaM PPI inh
14	CCOc1ccccc1/C=C1\N=C(c2cc(OC)cc(OC)c2)OC1=O	-0.8	8.0
15	Cc1c(NC(=O)c2c[nH]c(=O)n(C)c2=O)c(=O)n(-c2ccccc2)n1C	-1.4	-20.1
16	CC1CCC2(CC1)OCC(C(=O)N1CCCC1)N2C(=O)c1ccc(F)cc1F (centres undefined)	-6.9	-3.0
17	CCCCNC(=O)CSc1nc2ccc(N=Cc3cc([N+](=O)[O-])ccc3O)cc2s1	-0.2	-1.0
18	Cc1ccc2c(c1)C(=O)NC1(CCN(C(=O)c3ccc(Br)cc3)CC1)N2C	-6.1	-4.9
19	c1ccc(C(Sc2nc3ccccc3o2)c2ccccc2)cc1	.	-106.2
20	O=C(CSc1ncnc2nc[nH]c12)N1CCOCC1	-9.1	-4.9
21	O=C1NC(=O)N(Cc2ccco2)C(=O)/C1=C\c1cn(CCOc2ccccc2)c2ccccc12	1.9	-2.0
22	c1ccc(C2CC(c3cccs3)n3ncnc3N2)cc1 (centres undefined)	-2.5	-3.0
23	Cc1noc(-c2ccc(C(C)(C)C)cc2)c1C(=O)NCc1cccs1	-2.6	-19.0
24	O=C(NC1CCCCC1)c1csc(N2CCCC2)n1	-1.9	-1.4
25	COc1ccc(NC(=O)C23CC4CC(CC(C4)C2)C3)c2ccccc12	-0.5	-1.9
26	CCN(CC)c1ccc(N2C(=O)c3cccnc3C2=O)c(C)c1	-3.4	14.0
27	O=C(O)C=CC(=O)Nc1ccccc1OC(F)(F)F	1.5	.
28	CCOCCCNC(=O)NCCC1CCN(S(=O)(=O)c2ccc(C)cc2)CC1	-2.1	26.3
29	CC(C)NC(=O)N1CCCC(c2cccc(C(=O)N3CCCCCC3)c2)C1 (centres undefined)	-5.4	5.7
30	CCc1nnc2ccc(-c3noc(-c4cc(Cl)ccc4F)n3)cn12	-0.1	-9.0
31	CC1(C)CC(=O)C2=C(C1)OC(N)=C(C#N)C21C(=O)Nc2ccc([N+](=O)[O-])cc21 (centres undefined)	-0.4	2.0
32	COc1ccc(N2C(=O)CC(NC3CCN(Cc4ccccc4)CC3)C2=O)cc1 (centres undefined)	-2.7	-1.0

Gathered by group: the entries above with a COOH group (two)
no.	Molecule	Pf apPOL block	mHTT-CaM PPI inh
9	CCOC(=O)C1CCN(CCC(=O)O)CC1	1.3	-0.8
27	O=C(O)C=CC(=O)Nc1ccccc1OC(F)(F)F	1.5	.

(continued)
no.	Molecule	Pf apPOL block	mHTT-CaM PPI inh
33	O=C1C2C3CC4C5C3C1C5C(F)(F)C42 (centres undefined)	-1.5	.
34	O=C(NC1CCCCCC1)c1ccc([N+](=O)[O-])cc1Cl	-1.6	-0.6
35	O=C(C1CCN(c2cncnc2N2CCOCC2)CC1)N1CCC(Cc2ccccc2)CC1	-1.3	41.7
36	CCCCN1C[C@H](Cc2ccccc2)[C@@H](CC(=O)Nc2ccccc2)C1=O	-12.2	2.9
37	Cc1cc(C)c(C(=O)N2CCC(CC(=O)N3CCC4(CC3)OCCO4)CC2)[nH]1	-1.4	5.9
38	Cc1ccc(C)c(CNC(=O)C2CCCN(c3cnc4nccnc4c3)C2)c1 (centres undefined)	-1.0	-8.6
39	N=c1c(C(=O)NCCc2ccccc2)cc2c(=O)n3ccccc3nc2n1CC1CCCO1 (centres undefined)	11.3	-3.0
40	COc1ccc(-n2nc3ccc(NC(=O)c4cc(OC)c(OC)c(OC)c4)cc3n2)cc1	1.7&3.1	-8.0&2.6
41	CN(C)c1ccc(C=Nc2ccccc2C(=O)O)cc1[N+](=O)[O-]	-0.3	1.0
42	O=C(Nc1ccc(Cl)cc1)c1cc2n(n1)C(C(F)(F)F)CC(c1ccc(Cl)cc1)N2 (centres undefined)	0.0	3.0
43	CS(=O)(=O)N1CCC(CNC(=O)c2ccco2)CC1	-9.5	-5.1
44	O=C(NCc1ccccc1)C1CCc2sc(C(=O)N3CCCC3)cc2C1 (centres undefined)	-7.2	-0.3
45	O=C(NCCN1CCCC1)C1CCN(c2nc3cccnc3s2)CC1	-2.7	-9.7
46	O=C(Nc1cc(F)c2[nH]c(=O)ccc2c1)c1cccc(Cl)c1	3.9	-1.5
47	COc1ccc(OC)c(NC(=O)c2cc3c(=O)n4ccccc4nc3s2)c1	1.5	4.0
48	Cc1ccccc1C(=O)Nc1c(C(=O)Nc2ccc(F)cc2)cnn1-c1ccccc1	1.2	-2.2
49	CC(NC(=O)CSc1nnc(COc2ccccc2)n1C1CCCCC1)c1ccccc1 (centres undefined)	-4.6	18.4
50	Cc1ccc(CN2CCCC2c2c(C)noc2C)c(C)c1 (centres undefined)	-1.5	-57.2
51	COc1cccc(C2=NC(C)(C)NC(c3ccccc3O)C2)c1 (centres undefined)	-3.1	65.0*
52	COc1ccc(C(=O)N2CCC(c3nc(C4CC4)n[nH]3)CC2)c(OC)n1	9.8	3.0
53	COCCNC(=O)c1cc(Sc2ccc(Cl)cc2)nc2ccccc12	-3.1	5.0
54	COc1ccc(N(C(C)C(=O)N2CCCCCC2)S(C)(=O)=O)cc1 (centres undefined)	-3.9	1.2
55	COc1ccccc1CNC(=O)C1CCc2nc(N3CCOCC3)ncc2C1 (centres undefined)	-0.1	-0.2
56	N#CC1=C(N)Oc2n[nH]c(-c3cccs3)c2C1c1ccc([N+](=O)[O-])s1 (centres undefined)	-1.2	55.0*
57	Cc1cc(=O)oc2ccc(OCC(=O)Nc3ccc(Br)cc3)cc12	3.6	-4.0
58	Cc1cc(NC(=O)CSc2nc3ccccc3c(=O)n2CC2CCCO2)n[nH]1 (centres undefined)	-2.6	4.0
59	CC(C)COc1ccc2[nH]c3c(c2c1)CCCC3=O	-7.8	-5.4
60	CN(Cc1ccsc1)C(=O)C(C)(C)C	0.7	-1.8
61	COc1ccc(C2C(C(=O)Nc3ccc(C)cc3)=C(C)Nc3nnnn32)cc1OC (centres undefined)	18.8	12.0
62	CC(=O)Nc1ccc(C2N=C(c3ccc(C(F)(F)F)cn3)NN2)cc1 (centres undefined)	-9.3	.
63	CC(C)(C)C(=O)NCC(O)c1cccc2ccccc12 (centres undefined)	-3.3	-4.8
64	COc1cc(C2N(c3ccc(Cl)cc3)C(=O)C3CCCN32)cc(OC)c1OC (centres undefined)	-5.9	40.4
65	COc1ccc(C(=O)Nc2cccc(NC(=O)c3ccc(OC)c(OC)c3)n2)cc1OC	-21.7	36.0
66	Cc1ccc(C2CC(c3ccc(C)cc3)n3nc(N)nc3N2)cc1 (centres undefined)	2.8	48.4
67	Cc1ccccc1N1CCN(C(=O)Cc2cn(C)c3ncccc23)CC1	1.0	10.1
68	COCCC1CCN(C(=O)c2ccc(F)cc2F)CC1	0.1	-1.7
69	COc1ccc(C=C2CCn3c2nc(=O)c2cc(OC)c(OC)cc23)cc1	-7.3	-13.8
70	CCOc1ccc(-c2c(C#N)c(N)nc(SCC(=O)c3ccc([N+](=O)[O-])cc3)c2C#N)cc1	-2.8	11.0
71	Cc1cc(NC(=O)CCCC(=O)O)n(C)n1	2.2&-0.7	.
72	CCn1c(N2CCC(C(=O)Nc3ccc(C(C)C)cc3)CC2)cc(=O)n(C)c1=O	-3.4	36.7
73	CCOc1ccc(C(=O)N2CCC(Nc3cccnc3)C2)cc1 (centres undefined)	-3.2	1.7
74	O=C(Cn1ccc2sccc2c1=O)Nc1ccc(OC(F)(F)F)cc1	-2.0	-4.3
75	COc1cc(C2C(C#N)=C(N)N(c3ccccc3)C3=C2C(=O)CCC3)cc(OC)c1OC (centres undefined)	-1.7	10.0
76	Cc1ccc2[nH]cc(CCN3CC(C(=O)N4CCCCCC4)CC3=O)c2c1 (centres undefined)	7.3	22.6
77	O=C(Nc1ncn[nH]1)C(Sc1ccccc1)c1ccccc1 (centres undefined)	-47.4	10.0
78	CCCN(CCC)C(=O)C1CC(=O)OC12CCOC(C)(C)C2 (centres undefined)	-2.7	-4.0
79	O=S(=O)(NCCOc1ccc(-c2cccs2)nn1)c1ccc2c(c1)OCCO2	-4.4	-12.8
80	CCCN1CCN(c2ncc3c(n2)CCN(Cc2cccc(OC)c2)C3)CC1	-2.5	9.0
81	CCCC(=O)NC(Nc1cc(C)ccc1C)C(Cl)(Cl)Cl (centres undefined)	-6.7	-10.0
82	O=C(NCc1ccccc1)c1ccc(-c2cccs2)nc1	-6.7	-14.8
83	O=[N+]([O-])c1cccc(-c2nc(-c3ccccn3)no2)c1	-3.1&-8.0	4.0&-0.7
84	O=C1SC(Nc2ccccc2)C(=O)N1c1ccccc1 (centres undefined)	2.6	-4.0
85	COc1ccc(CCN(C(C)=O)C2CC(=O)N(c3ccc(Br)cc3)C2=O)cc1OC (centres undefined)	-1.1	4.5
86	COc1nnc(-c2ccc(Cl)cc2)c2ccccc12	3.9&-5.4	-14.0&-5.1
87	CC1CCc2c(sc3nc4c5ccccc5c(NCc5ccco5)nn4c(=O)c23)C1 (centres undefined)	0.1	35.1
88	CC(C)(C)OC(=O)N1CCCC(C(=O)Nc2cccc(C(=O)NCc3ccccc3)c2)C1 (centres undefined)	-3.9	2.4

The list continues:
no.	Molecule	Pf apPOL block	mHTT-CaM PPI inh
89	CCOc1cccc(NC(=O)Cc2cccs2)c1	0.1	-3.3
90	O=C(c1cc2n(n1)C(C(F)(F)F)CC(c1ccccc1)N2)N1CCOCC1 (centres undefined)	8.4	5.0
91	Cn1c(=O)c(C(=O)NCc2ccc(F)cc2Cl)nc2cccnc21	1.0	8.3
92	Cc1ccc(C(=O)N2CCN(c3ccc(Cl)cc3)CC2)cc1C	15.1	19.3
93	O=[N+]([O-])c1ccc(-c2nc(NCc3ccco3)c3ccccc3n2)cc1	-2.8&1.3	16.0&16.6
94	CC1CCN(S(=O)(=O)c2ccc3[nH]c(=O)sc3c2)CC1	-4.2	4.0
95	O=C(Nc1ccc(Cl)cc1)N1CCC(c2cnn(-c3ccc(F)cc3)c2)CC1	-1.2	-14.4
96	O=C(Oc1ccc2c(c1)OC(=Cc1cccnc1)C2=O)c1ccccc1Br	-3.1	5.0
97	CC(=O)N1CCc2cn(C)c3cccc(c23)C1	-1.3	5.0
98	O=[N+]([O-])c1ccc(F)c(N=Cc2ccc(Br)s2)c1	.	-4.5
99	CCc1ccc(/C=C2/SC(N3CCCC3)=NC2=O)cc1	-9.9	7.0
100	Cc1nc2cc(N=c3ccc4ccccc4n3C)ccc2s1	-2.0	10.0
101	O=C(COc1ccccc1Cl)c1ccc(Br)cc1	-3.8	-11.4
102	Cc1cccc(C)c1NC(=O)C(C)NC1=NCCCCC1 (centres undefined)	2.4	2.0
103	CC(=O)N1CCCc2cc(S(N)(=O)=O)ccc21	-3.2	-1.8
104	CCc1cccc(CC)c1NC(=O)CN1C(=O)c2ccccc2C1=O	-1.8	-3.2
105	O=C(c1ccc(CN2C(=O)C3CCCN3C(=O)c3ccccc32)cc1)N1CCCCC1 (centres undefined)	-2.3	-5.8
106	CSc1ccc(NC(=O)N2CCC(Cc3nc4cccnc4n3C(C)C)C2)cc1 (centres undefined)	-5.5	7.0
107	CCn1ccc2ccn(Cc3nc(Cc4ccccc4)no3)c(=O)c21	1.4	-10.8
108	O=C(O)C1CC=CCC1C(=O)Nc1cccnc1 (centres undefined)	-6.2	-1.3
109	O=C(CN1C(=O)C2(OCCCO2)c2ccccc21)NCCC1=CCCCC1	-5.0	34.0
110	CCc1ccc(C2Nc3ccccc3NC3=C2C(=O)CC(c2ccc(OC)c(OC)c2)C3)s1 (centres undefined)	-20.3	41.0
111	Cc1cccc(-n2nc3c(c2NC(=O)/C=C/c2ccc4c(c2)OCO4)CSC3)c1C	-1.9	35.0
112	O=C(Cc1csc(-n2cccc2)n1)NCCc1c[nH]c2ccccc12	-8.6	6.2
113	COc1ccc(COCC(O)CN2CCN(c3ccccc3F)CC2)cc1OC (centres undefined)	13.8	28.0
114	COc1cccc(-c2cn3ccn(-c4ccc(C)c(C)c4)c(=O)c3n2)c1	-0.9	-3.7
115	O=C(Nc1cccc([N+](=O)[O-])c1)C12CC3CC(CC(C3)C1)C2	-7.7&-8.9	-4.2&0.2
116	CCn1c(/C(C#N)=C/c2cccc(O)c2)nc2ccccc21	-2.5	23.0
117	S=c1[nH]nc(Cn2cnc3ccccc32)n1-c1ccccc1	.	-1.1
